MT1-MMP txn act – MT1-MMP promoter reporter activation – cell-based, luciferase luminescence, primary screen; HT1080 MT1-MMP promoter luciferase reporter, overnight; active compounds read high; activation factor at 10 µM; 86,000 compounds, 0.16% hits; AID 750, 2007;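 active = activation factor of at least 2 for MT1-MMP transcription at 10 µM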
Mac1 fbg enh – enhancers of CD11b/CD18 adhesion to fibrinogen, primary screen, K562 cells, luminescence; 93,000 compounds, 0.07% hits; ATPlite luminescence; AID 1499, 2009; activation, % at 10 µM; Integrin beta-2 (Homo sapiens) + Integrin alpha-M (Homo sapiens), P05107+P11215;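 active = 10 µM primary screen giving 50% or more activity, confirmed by 40% or more on retest at that dose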; note: strong numbers were not always called active; reference of the scale not given here
CYP2C19 act – human CYP2C19 activators, primary screen, biochemical, luminescence. 96,000 tested, under 10 active. recombinant CYP2C19, luciferin-H EGE luminescence; active compounds read high; 0 = fully inhibited enzyme, 1 = untreated enzyme. AID 1025, 2008. activation factor at 5 µM. Cytochrome P450 2C19 (Homo sapiens), P33261;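 active = activation factor of at least 2 at 5 µM in the primary screen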;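 note: 0 = wells with 2.5 mM tranylcypromine and 1 = vehicle-only wells; values of inactives mirror those of a sister screen read the other way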
Target sequence (P33261 whole entry, looked up): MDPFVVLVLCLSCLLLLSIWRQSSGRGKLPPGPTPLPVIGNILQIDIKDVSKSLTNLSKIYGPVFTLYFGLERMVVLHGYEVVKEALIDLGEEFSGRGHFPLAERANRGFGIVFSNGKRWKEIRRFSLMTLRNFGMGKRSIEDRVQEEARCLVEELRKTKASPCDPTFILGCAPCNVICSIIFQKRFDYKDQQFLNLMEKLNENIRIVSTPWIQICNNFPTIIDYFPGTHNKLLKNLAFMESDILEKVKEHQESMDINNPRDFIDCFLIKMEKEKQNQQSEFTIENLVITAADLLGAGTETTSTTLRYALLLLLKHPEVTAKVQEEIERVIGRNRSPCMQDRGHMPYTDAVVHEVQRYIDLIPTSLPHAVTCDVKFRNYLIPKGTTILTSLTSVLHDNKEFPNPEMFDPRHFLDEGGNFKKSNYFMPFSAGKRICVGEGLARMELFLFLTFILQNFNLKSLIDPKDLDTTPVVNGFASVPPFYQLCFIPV
CYP2C19 inh – blockers of cytochrome P450 2C19 activity – biochemical, luminescence, ADME assay, primary screen; P33261; CYP2C19 Supersomes, luciferin-H EGE luminescence, 30 min; inhibition, % at 5 µM; 96,000 compounds, 21% hits; AID 778, 2007;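 active = CYP2C19 inhibition above a set limit at 5 µM in the primary screen, cut at about 50% in these data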;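 note: plate controls were negative control wells for no effect and 2.5 mM tranylcypromine positive control for full effect; values of inactives mirror those of a sister screen read the other way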
CD11b adhes inh – inhibitors of CD11b/CD18 adhesion to fibrinogen, primary screen, K562 cells, luminescence; inhibition, % at 10 µM; 93,000 compounds, 0.54% hits; AID 1497, 2009; ATPlite luminescence; Mn2+ added to activate the integrin; Integrin beta-2 (Homo sapiens) + Integrin alpha-M (Homo sapiens), P05107+P11215;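 active = primary inhibition of 50% or more at 10 µM, then 40% or more on retest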; note: some results filed as inactive read as strong as hits
PTK2B oligo ant – antagonists of Pyk2 self-association, primary screen, Q293 cells, FERM NanoBiT luminescence, HTS. Protein-tyrosine kinase 2-beta (Homo sapiens), Q14289. active compounds read low. z-score (the deposit names both 25 µM and 10 µM). 99,000 compounds, 0.83% hits;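 active = Z-score of -3 or lower, scaled per plate to the spread of control and sample wells; inactive = z-score above -3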;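 note: negative z-score means lost luminescence so less FERM oligomerization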
CYP2C9 activ – human CYP2C9 activators, primary screen, biochemical, luminescence | activation factor at 5 µM | Cytochrome P450 2C9 (Homo sapiens), P11712 | 96,000 compounds, 1.4% hits | recombinant CYP2C9, luciferin-H conversion; active compounds read high; factor 1 = untreated enzyme, 0 = blocked;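 active = activation factor of 2 or more for CYP2C9 at a 5 µM dose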;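 note: 0 = sulfaphenazole-blocked wells and 1 = vehicle-only wells; values of inactives mirror those of a sister screen read the other way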
Target sequence (P11712 whole entry, looked up): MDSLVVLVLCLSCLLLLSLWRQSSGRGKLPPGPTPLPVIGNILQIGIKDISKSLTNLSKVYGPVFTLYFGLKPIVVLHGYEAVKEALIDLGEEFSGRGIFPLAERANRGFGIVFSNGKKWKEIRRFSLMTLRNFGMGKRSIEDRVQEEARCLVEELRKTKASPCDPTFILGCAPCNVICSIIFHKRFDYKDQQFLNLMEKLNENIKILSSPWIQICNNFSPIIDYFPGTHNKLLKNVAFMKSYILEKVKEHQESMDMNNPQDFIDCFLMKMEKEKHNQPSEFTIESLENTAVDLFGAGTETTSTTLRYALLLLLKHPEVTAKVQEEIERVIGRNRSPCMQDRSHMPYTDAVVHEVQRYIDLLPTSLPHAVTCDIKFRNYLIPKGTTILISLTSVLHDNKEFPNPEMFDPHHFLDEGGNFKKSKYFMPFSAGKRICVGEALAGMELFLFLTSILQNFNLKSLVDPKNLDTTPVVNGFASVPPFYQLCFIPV
PLAP activator – PLAP enzyme activators, biochemical, luminescence, HTS; 96,000 compounds, 1.2% hits; purified PLAP enzyme, luminescent substrate read-out; active compounds read high; Alkaline phosphatase, placental type (Homo sapiens), P05187; activation fold at 20 µM; in the data active = activation fold above about 2
CYP2C9 inhib – blockers of cytochrome P450 2C9 activity – biochemical, luminescence, ADME assay, primary screen; CYP2C9 Supersomes, luciferin-H conversion; inhibition, % at 5 µM; 96,000 compounds, 20% hits;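 active = blocking of liver enzyme CYP2C9 beyond about 50% at 5 µM, limit read from the data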; note: values of inactives mirror those of a sister screen read the other way
* marks the source's active call; other numbers are inactive results; nt = not tested or not shown.

SMILES | MT1-MMP txn act | Mac1 fbg enh | CYP2C19 act | CYP2C19 inh | CD11b adhes inh | PTK2B oligo ant | CYP2C9 activ | PLAP activator | CYP2C9 inhib
Cc1ccc(-c2cnc(NC(=O)CCC(=O)N(C)Cc3ccccc3)n2C)cc1 | 1.3 | nt | 1 | 1 | nt | 1.5 | 1 | 1.5 | 3
CCCCn1nc(NC(=O)c2cccs2)c2cc3cc(OC)ccc3nc21 | 1 | 2 | 0.8 | 17 | 4 | -3* | 0.4 | 1.5 | 64*
Cc1cc(C)n(-c2nc3ccccc3n3cnnc23)n1 | 1.1 | 2 | 1 | -4 | 0 | 0.32 | 1.1 | 0.8 | -6
Cn1nnnc1SCc1nnc(-c2ccccc2Br)o1 | 1.3 | 5 | 0.3 | 65* | 8 | 0.5 | 1.1 | 1 | -6
CC(C)C(c1nnnn1Cc1cccs1)N1CCN(c2ccccc2)CC1 (centres undefined) | 1.3 | 2 | 1 | -2 | 8 | -1.1 | 0.9 | 1 | 5
CN1C(=O)CCC1(O)c1ccccc1 (centres undefined) | 1.1 | 0 | 0.6 | 44 | -21 | 0.37 | 0.9 | 1 | 12
O=C(Oc1ccc(=O)n(-c2ccccc2)n1)c1ccccc1 | nt | nt | 0.8 | 20 | nt | 0.38 | 0.9 | 0.8 | 12
CCC(=O)Nc1ccccc1-c1nnn(CC(=O)N2c3ccccc3CC2C)n1 (centres undefined) | 1 | -3 | 0.6 | 45 | 6 | -0.88 | 0.2 | 0.9 | 78*
O=C(NCc1ccccn1)c1ccc(COc2ccc(Cl)cc2)o1 | 1.2 | 1 | 0.9 | 8 | -12 | 1.5 | 0.9 | 0.8 | 5
Cc1ccc(C(=O)N/N=C/c2nc3ccccc3n2C)cc1 | nt | -1 | 0.8 | 19 | -1 | -0.59 | 0.8 | 1.1 | 21
O=C1OC(Oc2ccccc2)(c2ccccc2)c2ccccc21 (centres undefined) | nt | nt | 0.6 | 44 | nt | -1.5 | 0.5 | 0.8 | 54*
COc1ccc(N=C2S/C(=C\c3cc(C)n(C)c3C)C(=O)N2CC(C)C)cc1 | nt | nt | 1 | 2 | nt | -0.98 | 0.7 | 1.1 | 29
NC(=O)C1CCN(C(=O)CN2CCc3ccccc32)CC1 | 1.2 | 0 | 0.9 | 11 | -9 | 1.4 | 1 | 0.7 | 0
O=C(O)c1ccc(Cn2cc(Cl)cn2)cc1 | 0.9 | -1 | 0.9 | 14 | -6 | 0.15 | 0.9 | 1.1 | 6
O=C1C2=C(SCCS2)C(=O)N1CCCO | 1.3 | -2 | 1.2 | -18 | 17 | 0.44 | 1.1 | 0.9 | -10
O=C(OCCCc1ccncc1)c1ccc(S(=O)(=O)N2CCOCC2)cc1 | 1.1 | -2 | 0 | 96* | -6 | 1.3 | 0 | 1.5 | 97*
COc1ccc(CC(=O)NCc2cccs2)cc1OC | 1.1 | -3 | 0.6 | 43 | -19 | 0.76 | 1 | 0.8 | -2
CCOC(=O)N1CCN(Cc2cc(=O)oc3cc4c(cc23)CCC4)CC1 | 1 | 1 | 0.7 | 26 | 1 | 0.07 | 0.9 | 1.3 | 10
O=C(NCCNC(=O)c1cc(OCC(F)(F)F)ccc1OCC(F)(F)F)Nc1ccc(Cl)cc1 | nt | -1 | 0.9 | 9 | -11 | nt | 0.8 | 0.9 | 21
CC(C)OCCCNC(=O)c1ccncc1 | 1 | -2 | 0.1 | 89* | 12 | 0.35 | 0.2 | 1.1 | 75*
C#CCOC(=O)Nc1ccc(=O)n(Cc2c(Cl)cccc2Cl)c1 | nt | nt | 0.5 | 54* | nt | 0.61 | 0.3 | 1 | 69*
CN(c1ccccc1C(=O)Nc1cccc(C(F)(F)F)c1)S(C)(=O)=O | 1.1 | -6 | 0.9 | 13 | 9 | -0.16 | 1.2 | 1 | -22
Cc1cccc(C(=O)OCc2cc3ccccc3[nH]c2=O)c1 | 1.2 | -4 | 1 | 4 | 13 | 0.31 | 1.1 | 0.9 | -9
Cc1cn2c(-c3ccncc3)nnc2s1 | 1.1 | nt | 1 | -3 | nt | -1.1 | 1 | 1 | -1
CCOc1ccc2nc(-c3ccccc3)[nH]c2c1 | 0.6 | 0 | 0.7 | 26 | 55 | -0.49 | 0.9 | 0.9 | 12

Entries listed above that bear a hit mark in CYP2C19 inh:
SMILES | MT1-MMP txn act | Mac1 fbg enh | CYP2C19 act | CYP2C19 inh | CD11b adhes inh | PTK2B oligo ant | CYP2C9 activ | PLAP activator | CYP2C9 inhib
Cn1nnnc1SCc1nnc(-c2ccccc2Br)o1 | 1.3 | 5 | 0.3 | 65* | 8 | 0.5 | 1.1 | 1 | -6
O=C(OCCCc1ccncc1)c1ccc(S(=O)(=O)N2CCOCC2)cc1 | 1.1 | -2 | 0 | 96* | -6 | 1.3 | 0 | 1.5 | 97*
CC(C)OCCCNC(=O)c1ccncc1 | 1 | -2 | 0.1 | 89* | 12 | 0.35 | 0.2 | 1.1 | 75*
C#CCOC(=O)Nc1ccc(=O)n(Cc2c(Cl)cccc2Cl)c1 | nt | nt | 0.5 | 54* | nt | 0.61 | 0.3 | 1 | 69*

Next part:
SMILES | MT1-MMP txn act | Mac1 fbg enh | CYP2C19 act | CYP2C19 inh | CD11b adhes inh | PTK2B oligo ant | CYP2C9 activ | PLAP activator | CYP2C9 inhib
O=[N+]([O-])c1cccnc1N1CCCCC1 | nt | nt | 0.9 | 7 | nt | 0.92 | 0.9 | 1 | 9
CN1C(=O)C2(C(C#N)=C(N)N(c3cc(Cl)cc(Cl)c3)C3=C2C(=O)CCC3)c2ccccc21 (centres undefined) | nt | -2 | 1 | -1 | 7 | -2.1 | 0.9 | 1.8 | 10
COc1ccc(NC(=O)C2CCCN(S(=O)(=O)c3ccc4c(c3)oc(=O)n4C)C2)cc1OC (centres undefined) | nt | 0 | 0.5 | 55* | -5 | nt | 0.7 | 1 | 31
COC(=O)c1cc2sccc2n1Cc1nc(-c2ccc(Cl)cc2)oc1C | nt | 21 | 0.9 | 9 | -9 | -0.35 | 0.8 | 0.9 | 19
Cc1cc(C)n(-c2cc(=O)n(C)c(=O)n2C)n1 | 1 | -5 | 1 | -4 | -7 | 0.87 | 1.2 | 0.9 | -16
O=C(Nc1ccc2c(c1)OCO2)c1c(F)cccc1F | 1.3 | 2 | 0.9 | 13 | -7 | 0.03 | 0.8 | 0.8 | 17
CCc1nc(SCC(=O)Nc2cccc(C(F)(F)F)c2)c2c(=O)n(C)c(=O)n(C)c2n1 | 1 | -4 | 0.3 | 66* | -36 | nt | 0.5 | 1 | 52*
O=C(COc1ccccc1[N+](=O)[O-])N/N=C/C=C/c1ccco1 | nt | nt | 0.9 | 7 | nt | -0.38 | 0.9 | 1.1 | 8
Cc1ccc(C(C(=O)NC2CCCCC2)N(C(=O)c2csnn2)C2CCCC2)o1 (centres undefined) | 1.1 | 7 | 0.6 | 37 | -9 | -1.3 | 0.7 | 1.4 | 32
COc1cc2c(cc1OC)CN(C(=O)c1ccccc1C(=O)O)CC2 | 0.8 | 0 | 1.1 | -9 | -8 | 0.25 | 1.1 | 1.1 | -15
COc1ccc(-c2cc(C(=O)NCc3ccccc3)no2)cc1OC | 1.2 | -4 | 0.9 | 14 | -7 | 1.2 | 0.9 | 0.9 | 10
COc1ccc2c(c1)Cc1sc(NC(C)=O)nc1-2 | 1.4 | 1 | 0.6 | 37 | -36 | 1.1 | 0.7 | 0.8 | 33
CCNC(=O)CN(c1ccc(C)cc1)S(=O)(=O)c1ccccc1 | 1.2 | -2 | 0.6 | 39 | -2 | -0.31 | 0.8 | 1 | 19
COc1cc(C(N)=O)cc(Br)c1OC | 1.1 | 1 | 0.7 | 26 | -21 | -1.2 | 0.7 | 0.9 | 30
COc1ccc(CCNC(=O)COC(=O)c2ccc[nH]c2=O)cc1 | nt | -4 | 1.1 | -10 | 0 | 0.92 | 0.8 | 1 | 19
Cc1ccc2nc(-c3cccc(S(=O)(=O)N(C)C)c3)cn2c1 | 1.5 | -2 | 0.9 | 14 | -2 | -0.91 | 0.9 | 1 | 14
CCOc1ccccc1NS(=O)(=O)c1ccc(Br)s1 | 1.2 | -5 | 0.1 | 95* | -3 | -0.69 | 0.7 | 1 | 26
CN1C(=O)C(O)(CC(=O)c2ccc3c(c2)OCO3)c2ccccc21 (centres undefined) | 1.1 | 2 | 0.9 | 6 | 2 | 0.47 | 1.1 | 1 | -12
CCn1c(SCC(=O)Nc2nccs2)nnc1-c1ccc(S(=O)(=O)N2CCCCCC2)cc1 | nt | 0 | 0.8 | 17 | 16 | -1.5 | 0.5 | 1.4 | 52*
CC(C)NC(=O)c1ccc(-c2ccccc2C(F)(F)F)o1 | 1.4 | 8 | 0.7 | 31 | -7 | -0.72 | 0.8 | 0.9 | 23
COc1cc(OC)cc(-c2cc3nc(C)c(CCC(=O)NC(C)CCc4ccco4)c(C)n3n2)c1 (centres undefined) | 0.6 | 24 | 0.5 | 50 | -21 | 0.41 | 0.5 | 1.7 | 46
CCOC(=O)c1cnn(-c2ccc(C(C)C)cc2)c1NC(=O)C1CCC1 | nt | nt | 0.8 | 20 | nt | 0.28 | 0.9 | 1.2 | 14
CSc1nsc(/C=C/Nc2ccc(Cl)cc2)c1C#N | nt | nt | 1 | 3 | nt | 0.89 | 0.7 | 1 | 32
Cc1nnc(NC(=O)NC(C)N2C(=O)C3C4C=CC(C4)C3C2=O)s1 (centres undefined) | 1 | 1 | 1.1 | -6 | -19 | -0.37 | 1 | 1 | 3
O=C(Nc1nc2ccccc2[nH]1)c1ccccc1F | 0 | -4 | 0 | 95* | 48 | -0.68 | 0.2 | 1.3 | 81*

An excerpt of these results, as comma-separated lines.
smiles,MT1-MMP txn act,Mac1 fbg enh,CYP2C19 act,CYP2C19 inh,CD11b adhes inh,PTK2B oligo ant,CYP2C9 activ,PLAP activator,CYP2C9 inhib
CC(C)NC(=O)c1ccc(-c2ccccc2C(F)(F)F)o1,1.4,8,0.7,31,-7,-0.72,0.8,0.9,23
COc1cc(OC)cc(-c2cc3nc(C)c(CCC(=O)NC(C)CCc4ccco4)c(C)n3n2)c1 (centres undefined),0.6,24,0.5,50,-21,0.41,0.5,1.7,46

(cont.)
SMILES | MT1-MMP txn act | Mac1 fbg enh | CYP2C19 act | CYP2C19 inh | CD11b adhes inh | PTK2B oligo ant | CYP2C9 activ | PLAP activator | CYP2C9 inhib
Cc1ccc(S(=O)(=O)NNC(=O)C(=O)NNc2ccccn2)cc1 | nt | -5 | 1.1 | -10 | 26 | 0.79 | 1 | 2.4* | 3
CC(C)Nc1nc(-c2ccccc2)nc(-n2ccnc2)n1 | 1 | -5 | 0.8 | 24 | -1 | -0.84 | 0.8 | 0.9 | 18
COc1ccc(NC(=O)CN2CCN(S(=O)(=O)c3ccc(Cl)cc3)CC2)cc1 | nt | 0 | 0.2 | 81* | -12 | -0.28 | 0.8 | 0.7 | 22
O=S(=O)(c1cnc[nH]1)N1CCN(c2ccccc2)CC1 | nt | 0 | 0.4 | 64* | -1 | nt | 0.5 | 0.9 | 48
O=C(Nc1ccccc1)N1CCN(c2cccc(C(F)(F)F)c2)CC1 | 1 | 0 | 0.4 | 58* | 11 | 0.01 | 2* | 0.7 | -100
CC1=CC(C)(C)Nc2ccc(OC(=O)C(Cc3ccccc3)N3C(=O)c4ccccc4C3=O)cc21 (centres undefined) | nt | -3 | 0.9 | 8 | 3 | -0.73 | 0.4 | 0.8 | 56*

High-throughput results (PubChem BioAssay)

Compounds as they come; overall some 31% were active at least once.
